Source: PubChem (NCI)
NCI-60 one-dose screen, 48 h, at 10 µM unless noted. Numbers give growth in % (100 = growth as untreated, 0 = no growth, -100 = all killed).
NCI-H322M = NCI-H322M lung cancer; 2.7% of 80,000 active
NCI-H226 = NCI-H226 lung cancer | 3.5% of 79,000 active
OVCAR-3 = OVCAR-3 ovarian cancer. AID 1794787. 7% of 79,000 active
NCI/ADR-RES = NCI/ADR-RES ovarian cells | 4.4% of 81,000 active | AID 1794790
OVCAR-5 = OVCAR-5 ovarian cancer. 2.9% of 82,000 active
NCI-H460 = NCI-H460 lung cancer; 6.8% of 82,000 active
OVCAR-8 = OVCAR-8 ovarian cancer; 4.4% of 81,000 active; AID 1794782
NCI-H23 = NCI-H23 lung cancer | 4% of 80,000 active | AID 1794731
NCI-H522 = NCI-H522 lung cancer; 8% of 78,000 active; AID 1794739
Starred values were filed as active, the others as inactive; nt = not tested or not shown; & = joins results of further samples. How the source made its calls: active means growth percent below 10; inactive means the rest.

Preview (2 entries):
SMILES	NCI-H322M	NCI-H226	OVCAR-3	NCI/ADR-RES	OVCAR-5	NCI-H460	OVCAR-8	NCI-H23	NCI-H522
CC[C@@H](C(=O)[C@@H](C)[C@@H](O)[C@H](C)[C@@H]1O[C@@H]([C@@H](CC)C(=O)N(CC)CC)CC[C@@H]1C)C1O[C@]2(C=CC(=O)[C@]3(CC[C@@](C)([C@H]4CC[C@](O)(CC)[C@H](C)O4)O3)O2)[C@H](C)C[C@@H]1C (some centres undefined)	nt	13	22	10	30	19	29	20	8.6*
NS(=O)(=O)c1ccc(Nc2nc(N/N=C/c3cn(-c4ccccc4)nc3-c3ccc(Br)cc3)nc(Nc3ccccc3)n2)cc1	93	99	87	99	113	74	89	94	99

The listing, from the first entry:
SMILES	NCI-H322M	NCI-H226	OVCAR-3	NCI/ADR-RES	OVCAR-5	NCI-H460	OVCAR-8	NCI-H23	NCI-H522
CC[C@@H](C(=O)[C@@H](C)[C@@H](O)[C@H](C)[C@@H]1O[C@@H]([C@@H](CC)C(=O)N(CC)CC)CC[C@@H]1C)C1O[C@]2(C=CC(=O)[C@]3(CC[C@@](C)([C@H]4CC[C@](O)(CC)[C@H](C)O4)O3)O2)[C@H](C)C[C@@H]1C (some centres undefined)	nt	13	22	10	30	19	29	20	8.6*
NS(=O)(=O)c1ccc(Nc2nc(N/N=C/c3cn(-c4ccccc4)nc3-c3ccc(Br)cc3)nc(Nc3ccccc3)n2)cc1	93	99	87	99	113	74	89	94	99
COc1ccc(C(=O)/C=C/c2cn(-c3cccc(Cl)c3)nc2-c2ccc(OC)cc2)cc1	100	88	87	97	107	90	82	86	56
Cc1nc2cc(Nc3nc(N4CCOCC4)nc(N4CCOCC4)n3)ccc2n1Cc1ccccc1	nt	76	89	90	91	93	86	nt	82
CC(=O)Nc1cc2c(cc1Cl)-c1ccccc1C2O (centres undefined)	93	83	107	106	106	108	104	95	104
CCCCCN1C(=O)/C(=c2\sc3n(c2=O)C2C(NN=3)N(CC)C(=O)N2CC)c2cccc(C)c21 (centres undefined)	83	42	33	31	72	31	73	70	30
OC(c1ccccc1)C1CCCCC1 (centres undefined)	106	89	nt	108	96	102	101	102	105
CCc1nn2c(-c3cc(OC)c(OC)c(OC)c3)c(-c3cc(OC)c(OC)c(OC)c3)nc2s1	82	92	93	82	90	97	96	88	46
COc1ccc(C(=O)C[n+]2cn(CCC(=O)Nc3cccc4cccnc34)c3ccccc32)cc1	103	108	76	99	91	110	97	87	91
O=C(NO)c1ccc(C(=O)NO)c(Br)c1	100	91	96	nt	99	108	93	93	92
CC1(C)NCCC[C@]2(C)[C@H]3C=CC4=C5C[C@](C)(COC(=O)CCC(=O)O)CC[C@]5(C)CC[C@@]4(C)[C@]3(C)CC[C@@H]12	97	106	115	88	102	39	92	64	61
COc1cc2c(cc1OC)C1c3ccccc3N(C)C(=O)N1CC2 (centres undefined)	93	92	110	96	101	102	101	90	86
O=C(Nc1nc(-c2ccccc2)cc(-c2ccc(Cl)cc2)n1)c1cccnc1	104	105	105	99	95	101	104	96	99
COc1cc2oc(-c3cccc(NC(=O)c4ccc(Cl)cc4)c3)cc(=O)c2c(OC)c1OC	49	61	56	44	93	38	43	56	40
COc1ccc2cc(C(C)C(=O)Nc3ccc(-c4nnc(C5CCCCC5)o4)cc3)ccc2c1 (centres undefined)	137	104	109	99	93	82	99	100	77
CC(=O)n1ccc2nc(Cl)nc(Cl)c21	95	93	107	100	106	102	98	89	89
O=c1[nH]c(CNc2ccc(NC(=S)Nc3ccc(Cl)cc3)cc2)nc2sc3c(c12)CCCC3	95	80	88	87	108	92	nt	84	76
Cc1cc(-n2cnc3c(=O)[nH]cnc32)ccc1N	95	95	112	121	105	107	103	114	99
Cc1ccc(-n2c(-c3ccc(Cl)cc3)cc(C(=O)OCCO)c2C)cc1O	87	83	113	83	92	96	89	80	77
Cc1c(C(=O)NN2CCCCC2)nn(-c2ccc(Cl)cc2Cl)c1-c1ccc(Cl)cc1	104	77	101	91	108	61	88	94	66
Oc1c(C(Nc2ccccn2)c2cccc(Oc3ccccc3)c2)ccc2cccnc12 (centres undefined)	-94*	nt	-97*	-81*	-84*	-86*	-85*	-73*	-85*
O=CN1N=C(c2ccc(F)cc2)CC1c1cccc(Nc2ccnc3cc(C(F)(F)F)ccc23)c1 (centres undefined)	85	60	60	47	95	47	42	42	46
COc1cc(/C=C(\C#N)C(=O)Nc2sc3c(c2C#N)CCC3)ccc1OCc1ccccc1	104	98	117	108	118	102	101	nt	101
COc1ccc(C(=O)/C=C/c2c(Cl)c3c(c(OC)c2Cl)OCC(=O)N3)cc1	80	63	11	19	77	12	6.2*	43	13
O=C(O)c1cn(C2CC2)c2cc(N3CCN(C(=O)CN4C(=O)S/C(=C/c5ccc(F)cc5)C4=O)CC3)c(F)cc2c1=O	103	103	112	103	104	103	111	100	107
O=C(/C=C/c1csc(Br)n1)NO	33	83	nt	1.0*	11	26	22	38	7.4*
C1OC2COCOC2C2OCOCC2O1 (centres undefined)	105&98	101	119&100	99&106	115&105	120&100	103&97	98&104	105&120
COc1cc(-c2nc3sccn3c2-c2ccnc(S(C)=O)n2)ccc1F (centres undefined)	90	101	nt	100	98	92	105	91	92
CCOC(=O)c1sc(Nc2ccc(Cl)cc2)nc1C	53	22	27	18	52	19	20	19	-14*
CSC(=N\N=C\c1cccs1)/N=C/N(C)C	105	101	109	115	111	115	104	107	97
COc1c(NC[C@H]2OC(O)(CO)[C@@H](O)[C@@H]2O)c(=O)c1=O (some centres undefined)	102	95	103	101	94	107	102	102	105
CC(C)c1nc2ccccc2n1CC(=O)N/N=C/c1ccccc1Cl	101	97	108	114	110	102	93	104	78
CC(=O)c1ccc2[nH]c(C)cc(=O)c2c1	nt	107	111	105	100	86	101	nt	88
O=S(=O)(NCl)c1ccccc1	88	110	119	103	110	105	103	104	100
COC(=O)c1nc(-c2ccccc2)oc1Nc1ccc(C)cc1	98	101	102	107	84	102	99	105	89
Nc1nc(N)c2nc(CNc3ccc(C(=O)CC(CCC(=O)O)C(=O)O)cc3)cnc2n1 (centres undefined)	47	38	50	26	53	20	15	31	-9.6*
O=C1NC2CCCC=C2c2cc3c(cc21)OCO3 (centres undefined)	98	99	114	105	98	99	103	99	94
c1ccc(-c2ccccn2)nc1	97&108	100&93	102&110	106&110	109	107&104	106&99	99&110	81&96
Cc1ccc2[nH]c(=O)cc(N/N=C/c3ccc(Cl)cc3)c2c1	101	95	109	104	95	111	104	99	85
Cc1cc(Cl)nc(N(CCCNc2ccnc3cc(Cl)ccc23)Cc2ccccn2)n1	69	65	63	32	56	49	34	34	40
CCOc1ccccc1Cn1ccnc1CCc1c(Cl)c(O)cc(O)c1C(=O)OC	83	102	106	94	96	104	98	95	76
O=C(/C=C(\C(=O)c1ccccc1)c1ccccc1)c1ccccc1	104	95	104	99	99	100	82	103	93
CCOC(=O)CCC(NC(C)=O)(C(=O)OCC)C(=O)OCC	111	91	105	103	101	111	89	97	69
CC1(C)O[C@H]2OC(Cn3cc(COc4ccc5ccc(=O)oc5c4)nn3)[C@@H](OCc3ccccc3)[C@H]2O1 (some centres undefined)	100	83	99	97	110	103	92	nt	80
O=C(CSc1nnc(Cn2c(C(F)(F)F)nc3ccccc32)o1)Nc1ccc(F)cc1	99	96	105	103	107	105	106	97	83
COc1cc2c(cc1OC)CC(C)N=C2 (centres undefined)	116	107	109	99	102	106	96	100	105
Cc1ccc(-n2c(-c3cc4ccccc4nc3Cl)noc2=O)cc1	92	78	100	52	98	91	94	88	63
COc1ccc(Cn2cc3c(c2)-c2oncc2CC3)cc1	90	87	108	34	84	40	83	80	71

As a short view, some entries already given:
SMILES	NCI-H322M	NCI-H226	OVCAR-3	NCI/ADR-RES	OVCAR-5	NCI-H460	OVCAR-8	NCI-H23	NCI-H522
CC[C@@H](C(=O)[C@@H](C)[C@@H](O)[C@H](C)[C@@H]1O[C@@H]([C@@H](CC)C(=O)N(CC)CC)CC[C@@H]1C)C1O[C@]2(C=CC(=O)[C@]3(CC[C@@](C)([C@H]4CC[C@](O)(CC)[C@H](C)O4)O3)O2)[C@H](C)C[C@@H]1C (some centres undefined)	nt	13	22	10	30	19	29	20	8.6*
NS(=O)(=O)c1ccc(Nc2nc(N/N=C/c3cn(-c4ccccc4)nc3-c3ccc(Br)cc3)nc(Nc3ccccc3)n2)cc1	93	99	87	99	113	74	89	94	99
COc1ccc(C(=O)/C=C/c2cn(-c3cccc(Cl)c3)nc2-c2ccc(OC)cc2)cc1	100	88	87	97	107	90	82	86	56
Cc1nc2cc(Nc3nc(N4CCOCC4)nc(N4CCOCC4)n3)ccc2n1Cc1ccccc1	nt	76	89	90	91	93	86	nt	82
CC(=O)Nc1cc2c(cc1Cl)-c1ccccc1C2O (centres undefined)	93	83	107	106	106	108	104	95	104
CCCCCN1C(=O)/C(=c2\sc3n(c2=O)C2C(NN=3)N(CC)C(=O)N2CC)c2cccc(C)c21 (centres undefined)	83	42	33	31	72	31	73	70	30
OC(c1ccccc1)C1CCCCC1 (centres undefined)	106	89	nt	108	96	102	101	102	105
CCc1nn2c(-c3cc(OC)c(OC)c(OC)c3)c(-c3cc(OC)c(OC)c(OC)c3)nc2s1	82	92	93	82	90	97	96	88	46
COc1ccc(C(=O)C[n+]2cn(CCC(=O)Nc3cccc4cccnc34)c3ccccc32)cc1	103	108	76	99	91	110	97	87	91
O=C(NO)c1ccc(C(=O)NO)c(Br)c1	100	91	96	nt	99	108	93	93	92
CC1(C)NCCC[C@]2(C)[C@H]3C=CC4=C5C[C@](C)(COC(=O)CCC(=O)O)CC[C@]5(C)CC[C@@]4(C)[C@]3(C)CC[C@@H]12	97	106	115	88	102	39	92	64	61
COc1cc2c(cc1OC)C1c3ccccc3N(C)C(=O)N1CC2 (centres undefined)	93	92	110	96	101	102	101	90	86
O=C(Nc1nc(-c2ccccc2)cc(-c2ccc(Cl)cc2)n1)c1cccnc1	104	105	105	99	95	101	104	96	99
COc1cc2oc(-c3cccc(NC(=O)c4ccc(Cl)cc4)c3)cc(=O)c2c(OC)c1OC	49	61	56	44	93	38	43	56	40
COc1ccc2cc(C(C)C(=O)Nc3ccc(-c4nnc(C5CCCCC5)o4)cc3)ccc2c1 (centres undefined)	137	104	109	99	93	82	99	100	77
CC(=O)n1ccc2nc(Cl)nc(Cl)c21	95	93	107	100	106	102	98	89	89
O=c1[nH]c(CNc2ccc(NC(=S)Nc3ccc(Cl)cc3)cc2)nc2sc3c(c12)CCCC3	95	80	88	87	108	92	nt	84	76
Cc1cc(-n2cnc3c(=O)[nH]cnc32)ccc1N	95	95	112	121	105	107	103	114	99

Carrying on.
SMILES	NCI-H322M	NCI-H226	OVCAR-3	NCI/ADR-RES	OVCAR-5	NCI-H460	OVCAR-8	NCI-H23	NCI-H522
CC1(C)CC[C@]2(C(=O)Nc3ccc(Br)cc3)CC[C@]3(C)C(=CCC4[C@@]5(C)C[C@@H](O)[C@H](O)[C@@](C)(CO)C5CC[C@]43C)C2C1 (some centres undefined)	55	-29*	-4.1*	15	-22*	-42*	26	9.4*	-31*
OC(c1ccccc1)c1nc2ccccc2[nH]1 (centres undefined)	105&100	102&100	124&116	105&97	108&103	105&109	99&107	100&104	90&101
CC(C)(C)Nc1nc2c(OCCc3ccccc3)cccn2c1-c1ccccc1Cl	8.6*	-0.3*	8.2*	5.8*	11	0.3*	9.4*	nt	-13*
COc1ccc(N2C(=O)/C(=C/C(Cl)=C/c3ccc([N+](=O)[O-])cc3)SC2=S)cc1	31	-31*	-58*	9.0*	10	0.4*	6.6*	-1.8*	-42*
COc1ccc(NC(=O)Nc2ccc(OCC(=O)c3ccccc3)cc2)cc1	82	70	97	97	93	90	93	nt	70
Nc1nc(Nc2ccc(F)c(Cl)c2)c2c(n1)-c1ccoc1CC2	103	74	nt	89	98	93	93	82	56
CC1=NN(c2ccc(Cl)cc2)C(=O)C1	101	80	99	96	95	96	101	96	100
COc1ccc2c(c1)OCCN1C(=O)Nc3ccccc3C21 (centres undefined)	107	108	107	107	95	104	104	110	94
CC(C)CCn1cnc2c(=O)[nH]c(N)nc21	104	90	108	101	91	101	104	97	103
O=C(Cn1cc(CSc2nc3ccccc3o2)nn1)Nc1ccccc1F	104	99	109	105	107	107	105	102	96
COC(=O)[C@H](Cc1ccc(O)cc1)n1cc(COc2nc(Cl)nc(N3CCOCC3)n2)nn1	113	102	104	101	118	106	97	103	98
C[N+](C)(CC(=O)O)c1ccccc1	100	94	105	99	98	113	103	95	95
O=C(O)CCCCC(=O)Nc1cccc(Cn2nnc3cc(Cl)c(Cl)cc32)c1	100	98	106	108	94	107	105	96	93
CCCCCCCCCCCCCCCC[N+](C)(C)CCCNS(=O)(=O)c1ccccc1	76	72	45	70	76	31	55	88	68
c1ccc(Cc2ccccc2)cc1	96	112	108	104	99	109	nt	107	nt
O=S(=O)(O)c1ccc(N/N=C\c2ccc(Cl)cc2Cl)cc1	nt	95	108	101	89	109	99	90	100
O=c1c2sc3ncccc3c2n2nnc(-c3ccccc3)c2n1CCCCl	nt	101	120	96	118	100	95	94	80
CCN1C(=O)N(CC)C2NC(N/N=C/c3ccc([N+](=O)[O-])cc3)=NC21 (centres undefined)	91	98	101	100	94	101	96	102	96

This is a random part of the collection. Share with any hit: about 11%.
